Source: PubChem BioAssay (National Center for Advancing Translational Sciences (NCATS))
AmpC inh no detg: qHTS Inhibitors of AmpC Beta-Lactamase (assay without detergent). P00811. actives 0.52% (n = 330,000). Potency, µM (series often up to 57.1 µM), for the others: top-dose activity change, negative = inhibition, most hits filed as inhibitors. AmpC nitrocefin hydrolysis, absorbance 480 nm, 0.0001% Triton;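 note: potency is the fitted concentration of half-maximal effect; plate controls were no compound for no effect and no enzyme for full effect; nearly all actives have a fitted effect of over 20% in size; some results filed as inactive show a strong effect at the top dose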
Target sequence (P00811 whole entry, looked up): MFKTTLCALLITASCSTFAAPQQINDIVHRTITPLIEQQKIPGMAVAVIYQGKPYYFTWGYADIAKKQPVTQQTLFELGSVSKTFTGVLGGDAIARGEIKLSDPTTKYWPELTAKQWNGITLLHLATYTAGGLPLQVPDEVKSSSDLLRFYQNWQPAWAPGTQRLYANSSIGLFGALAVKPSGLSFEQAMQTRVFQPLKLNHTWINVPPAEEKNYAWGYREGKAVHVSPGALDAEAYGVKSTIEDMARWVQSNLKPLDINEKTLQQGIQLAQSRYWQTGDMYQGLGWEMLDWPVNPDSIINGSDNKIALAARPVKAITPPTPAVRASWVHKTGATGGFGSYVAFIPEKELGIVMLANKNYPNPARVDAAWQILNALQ
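20 mM phosphate pH 7.0 + 0.01% (detergent screen) or 0.0001% Triton X-100; 5.3 nM AmpC reagent; cpd preinc 15 min RT; nitrocefin (800 uM stock) to start; A480 q20 s × 4 min; Activity was normalised to no-enzyme and no-compound control wells.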
TbPYK inhibitor: qHTS of Trypanosoma Brucei Inhibitors | actives 0.12% (n = 410,000) | pyruvate kinase (Trypanosoma brucei), Q57TT1 | Potency, µM (series often up to 76.8 µM), for inactives: top-dose activity, negative = inhibition, usual class: inhibitors | TbPYK enzyme, Kinase-Glo Plus ATP luminescence, 45 min | AID 624173, 2012; note: potency is the fitted concentration of half-maximal effect; nearly all actives have a fitted effect of over 50% in size
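Luminescent Kinase-Glo Plus end-point after 45 min room-temperature reaction of T. brucei pyruvate kinase started with 130 uM ADP (final). Buffer TEA 50 mM pH 7.2 with KCl, MgCl2, BSA, Tween-20; titration-based qHTS with fitted concentration-effect curves.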
LmPK inh: qHTS Assay for Inhibitors of Leishmania Mexicana Pyruvate Kinase (LmPK) | Q27686 | purified LmPK, Kinase-Glo ATP luminescence, 1 h | Potency, µM (doses to about 57.5 µM), for inactives: top-dose activity change, negative = inhibition, most hits filed as inhibitors | actives 0.37% (n = 290,000) | AID 1721, 2009; note: potency is the fitted concentration of half-maximal effect
Target sequence (Q27686 whole entry, looked up): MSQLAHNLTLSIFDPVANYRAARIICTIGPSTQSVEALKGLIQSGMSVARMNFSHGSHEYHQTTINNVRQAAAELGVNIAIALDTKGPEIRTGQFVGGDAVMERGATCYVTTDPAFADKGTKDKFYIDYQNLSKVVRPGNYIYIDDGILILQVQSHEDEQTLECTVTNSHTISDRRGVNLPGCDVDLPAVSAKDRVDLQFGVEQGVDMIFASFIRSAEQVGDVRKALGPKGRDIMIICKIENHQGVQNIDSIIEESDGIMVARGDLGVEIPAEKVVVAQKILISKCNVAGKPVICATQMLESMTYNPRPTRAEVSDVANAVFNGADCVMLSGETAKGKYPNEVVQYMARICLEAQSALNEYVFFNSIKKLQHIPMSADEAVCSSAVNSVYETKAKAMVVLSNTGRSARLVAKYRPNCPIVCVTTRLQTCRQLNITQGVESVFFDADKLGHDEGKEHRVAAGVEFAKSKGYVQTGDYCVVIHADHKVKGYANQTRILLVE
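Screened at intermediate enzyme activity to detect both inhibitors and activators: LmPK at 0.1 nM, with a 0.5 nM enzyme column as activation reference. PEP 0.5 mM, ADP 0.1 mM; ATP detected by luminescence after 1 h.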
HCMV antiviral: qHTS Assay for inhibitors of the human cytomegalovirus (HCMV); HFF cells, HCMV-luciferase reporter, 72 h; hits give low values; activity change, negative = inhibition, % at 57.5 µM; actives 4.5% (n = 410,000); AID 1259415, 2018; in the data active = activity change below about -60%; inconclusive = no clear call, values can overlap the other calls; inactive = above about -39%
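HFF cells seeded 16 h at 37C, treated with compounds, infected with luciferase-reporter HCMV at MOI 1 PFU/cell; luciferase read at 72 h post infection, normalized to buffer-only and Salinomycin controls.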
AMA1 RON2 block: qHTS for Inhibitors of AMA1-RON; Towards Development of Antimalarial Drug Lead: Primary Screen; Plasmodium falciparum AMA1 (3D7) - RON2 peptide interaction; AlphaScreen AMA1-biotinylated RON2 peptide binding; Potency, µM (series often up to 58.2 µM), inactives show at the top dose activity change, negative = inhibition, hits mostly inhibitors; actives 0.2% (n = 360,000); AID 720542, 2013;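 note: potency is the fitted concentration of half-maximal effect; 0% = vehicle wells and -100% = peptide control; nearly all actives have a fitted effect of over 45% in size; some results filed as inactive show a strong effect at the top dose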
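AMA1 (3D7) with his tag at 25 nM final met compounds first, then biotinylated RON2 peptide at 25 nM; detection used donor plus acceptor beads, 10 µg/mL apiece, read by AlphaScreen after 30 min at room temperature.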
AmpC detergent: qHTS Inhibitors of AmpC Beta-Lactamase (assay with detergent). actives 0.041% (n = 370,000). AmpC hydrolysis of nitrocefin, absorbance 480 nm, 0.01% Triton. P00811. AID 485294, 2010. Potency, µM (series often up to 114 µM), inactives show top-dose activity change, negative = inhibition, most hits filed as inhibitors;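 note: potency is the fitted concentration of half-maximal effect; 0% = no-compound wells and -100% = no-enzyme wells; nearly all actives have a fitted effect of over 25% in size; some results filed as inactive show a strong effect at the top dose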
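AmpC (5.3 nM in the dispensed reagent) in 20 mM phosphate pH 7.0 with 0.01% (detergent screen) or 0.0001% Triton X-100 was preincubated with compounds for 15 min at room temperature. Nitrocefin was then added from an 800 uM solution, and hydrolysis was followed at 480 nm.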
HCV inhibitor: qHTS Assay for Inhibitors of Hepatitis C Virus (HCV) | AID 651820, 2012 | actives 3.4% (n = 340,000) | Potency, µM (top dose mostly 41.8 µM), inactives show top-dose activity change, negative = inhibition, usual class: inhibitors | Huh7.5.1 HCVcc-Cre infection, luciferase reporter, 44 h; note: potency is the fitted concentration of half-maximal effect
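1,000 cells/well; 4 h culture; + compound; + HCVcc-Cre (~0.5 moi); 44 h; luciferase substrate, RT 15 min; read 15 sec.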
* = called active by the depositor; ? = inconclusive; . = no result given; [ ] = remark or other dose. Unless noted, calls come from the whole dose curve; as a rule, active = well fitted curve in the direction sought with a large enough effect; inconclusive = small, poorly fitted or top-dose-only effect, or another doubt; inactive = no such curve, though single readings can be large; an effect the other way counts as inactive or inconclusive. Unless noted, % is set by controls: 0 for no effect and ±100 for the full control effect. Compounds as they come; about 7.5% have a hit in one of these screens.

item	molecule	AmpC inh no detg	TbPYK inhibitor	LmPK inh	HCMV antiviral
1	CCc1ccc(-c2cc(C(=O)NN3CCOCC3)c3ccccc3n2)s1	127%[activator]	1%	-2%	?
2	O=S(=O)(c1cccc(Br)c1)N1CCN(c2ncnc3scc(-c4ccccc4)c23)CC1	.	-1%	.	?
3	COc1ccccc1C(=O)Nc1ccc(C(=O)N2CCCC2)cc1	-14%	-2%	?	20
4	COc1ccc(C(C(=O)NC2CCCC2)N(Cc2cccnc2)C(=O)c2snc(C(N)=O)c2N)cc1OC (configuration not stated)	26%	0%	-3%	-32
5	COC(=O)c1c(C(=O)OC)c2cc(C(=O)c3ccccc3)ccn2c1Cl	139%[activator]	0%	3%	-35
6	CC(=O)c1cnn(-c2ccc(Cl)cc2)c1C	-3%	3%	0%	20
7	Cc1cc([N+](=O)[O-])ccc1NC(=O)/C=C/c1cccs1	-25%	2%	7%	58
8	Cn1c(CCN2CCN(c3ccccn3)CC2)nc2cc(NC(=O)COc3ccc([N+](=O)[O-])cc3)ccc21	4%	1%	5%	23

item	AMA1 RON2 block	AmpC detergent	HCV inhibitor
1	-17%	4%	-9%
2	-9%	.	?
3	-2%	2%	0%
4	-9%	-4%	10%
5	53%[activator]	-3%	?
6	-12%	-14%	3%
7	-8%	-4%	?
8	-7%	-7%	15%

Among those listed so far, five have a carbonyl joined to an NH by a bond outside any ring:
item	molecule	AmpC inh no detg	TbPYK inhibitor	LmPK inh	HCMV antiviral
1	CCc1ccc(-c2cc(C(=O)NN3CCOCC3)c3ccccc3n2)s1	127%[activator]	1%	-2%	?
3	COc1ccccc1C(=O)Nc1ccc(C(=O)N2CCCC2)cc1	-14%	-2%	?	20
4	COc1ccc(C(C(=O)NC2CCCC2)N(Cc2cccnc2)C(=O)c2snc(C(N)=O)c2N)cc1OC (configuration not stated)	26%	0%	-3%	-32
7	Cc1cc([N+](=O)[O-])ccc1NC(=O)/C=C/c1cccs1	-25%	2%	7%	58
8	Cn1c(CCN2CCN(c3ccccn3)CC2)nc2cc(NC(=O)COc3ccc([N+](=O)[O-])cc3)ccc21	4%	1%	5%	23

item	AMA1 RON2 block	AmpC detergent	HCV inhibitor
1	-17%	4%	-9%
3	-2%	2%	0%
4	-9%	-4%	10%
7	-8%	-4%	?
8	-7%	-7%	15%

Following part:
item	molecule	AmpC inh no detg	TbPYK inhibitor	LmPK inh	HCMV antiviral
9	CCN(CC)S(=O)(=O)c1ccc(C(=O)NCC(=O)NCCCc2ccccc2)cc1	35%	2%	5%	-16
10	COc1ccc(C(=O)O)cc1Nc1nc2ccc(C)cc2n2cnnc12	.	1%	.	-2
11	COc1ccccc1N1CCN(C(=O)Cn2c(=O)oc3cc(S(=O)(=O)N4CCCC4)ccc32)CC1	112%[activator]	5%	-7%	72
12	Cc1ccc2sc(N3CCN(C(=O)C4COc5ccccc5O4)CC3)nc2c1C (configuration not stated)	.	0%	.	5
13	O=C(COC(=O)c1ccc2ncsc2c1)Nc1ccccc1Br	-19%	4%	.	-14
14	CCN(CC)C(=O)C1=C(C)N(CCCOC)C(=O)C(CC(=O)NCCCN(C)C)C1 (configuration not stated)	.	1%	.	-22
15	CCCn1c(C(=O)c2ccccc2)nc2ccccc21	-27%	-4%	10%	-30
16	COc1ccccc1CNC(=O)c1cc(C)nc2ccccc12	90%[activator]	-12%	-3%	-2

item	AMA1 RON2 block	AmpC detergent	HCV inhibitor
9	2%	5%	0%
10	.	-6%	.
11	12%	-1%	-19%
12	.	10%	.
13	5%	3%	7%
14	8%	.	.
15	15%	6%	-30%
16	-11%	-7%	?

Following part:
item	molecule	AmpC inh no detg	TbPYK inhibitor	LmPK inh	HCMV antiviral
17	CCOC(=O)c1ccc(N2C(=O)C(CC(=O)NC)N(CCc3ccc(OC)c(OC)c3)C2=S)cc1 (configuration not stated)	211%[activator]	-13%	2%	1
18	COc1ccc(C)cc1NC(=O)NC(C)c1ccc2c(c1)OCO2 (configuration not stated)	141%[activator]	-2%	-13%	5
19	CCc1ccc(NC(=O)CSc2nc(NS(=O)(=O)c3ccccc3)cc(=O)[nH]2)cc1	-25%	-1%	0%	29
20	COc1ccc(C(=O)N2C(=O)c3ccc(N)cc3C2=O)cc1	-8%	0%	3%	0
21	CC(C)NC(=O)c1cc(-c2ccc(Br)cc2)on1	-15%	?	-1%	94
22	O=C(c1ccccc1)c1ccc(C(=O)N2CCN(c3ccccc3Cl)CC2)cc1	-14%	2%	.	-23
23	Cc1ccc(Nc2cc(-n3nc(C)cc3C)ncn2)c(C)c1	-19%	-8%	9%	-37
24	O=C(Nc1ccc(C(F)(F)F)cc1Cl)c1ccc(Cn2cc(Br)cn2)o1	.	-1%	5%	?

item	AMA1 RON2 block	AmpC detergent	HCV inhibitor
17	?	-6%	?
18	12%	3%	-21%
19	-13%	-7%	?
20	-2%	1%	20%
21	-1%	-10%	2%
22	-4%	2%	-12%
23	-6%	-8%	?
24	2%	3%	3%

(further entries)
item	molecule	AmpC inh no detg	TbPYK inhibitor	LmPK inh	HCMV antiviral
25	COc1ccc(OC)c(NC(=O)c2cccc(N3C(=O)C4C5C=CC(C6CC56)C4C3=O)c2)c1 (configuration not stated)	37%	2%	3%	?
26	CCN(CC)C(=O)c1csc(Nc2cccc3ccccc23)n1	-5%	3%	-4%	29
27	C[C@H](CO)N1C[C@H](C)[C@@H](CN(C)CC2CC2)OCc2cnnn2CCCC1=O	.	6%	.	-23
28	O=C(N/C(=C/C=C/c1ccccc1)C(=O)N1CCOCC1)c1ccccc1Cl	86%[activator]	-3%	-4%	68
29	COc1ccc(NC(=O)CCn2cc(C)c3ccccc32)cc1	-1%	-2%	-1%	.
30	CCC(CC)=NNC(=O)c1ccccc1OCc1ccc(F)cc1	-1%	3%	1%	?
31	CC1(C(=O)NS(=O)(=O)c2cccc(OC(F)F)c2)CCN1C(=O)c1cccc(F)c1 (configuration not stated)	.	3%	.	8
32	COC(=O)c1cc2sccc2n1CC(=O)Nc1cc(Cl)ccc1OC	.	-1%	.	?

item	AMA1 RON2 block	AmpC detergent	HCV inhibitor
25	1%	4%	?
26	9%	-3%	-27%
27	0%	.	.
28	5%	3%	-2%
29	-16%	4%	-30%
30	22%	?	?
31	7%	.	.
32	.	-7%	.

Next section.
item	molecule	AmpC inh no detg	TbPYK inhibitor	LmPK inh	HCMV antiviral
33	O=C(c1ccco1)N1CCN(C(=O)C2CCCN(S(=O)(=O)c3cccc4nsnc34)C2)CC1 (configuration not stated)	1%	10%	-2%	-12
34	COc1ccc(C/C(N)=N/OC(=O)c2cccs2)cc1	9%	3%	-1%	41
35	O=C(NCC1CCCO1)c1cc2cc(F)ccc2[nH]1 (configuration not stated)	-16%	-10%	-3%	98
36	Cc1cc(C)n(S(=O)(=O)c2cc(C(=O)O)c(Cl)cc2Cl)n1	-15%	-1%	-1%	2
37	Cc1ccc(CNC(=O)CS(=O)(=O)Cc2nc(-c3ccccc3F)oc2C)cc1	-9%	7%	4%	-33
38	O=C(NNC(=O)c1ccc([N+](=O)[O-])cc1)c1ccc(Br)cc1	-34%	1%	-2%	28
39	O=C(Nc1ccc(F)cc1)C1C2CCC3C(CCC21)C3(Cl)Cl (configuration not stated)	14µM*	-5%	4%	?
40	C[C@@H]1CN([C@H](C)CO)C(=O)CCCn2cc(nn2)CO[C@H]1CN(C)C(=O)C1CCCCC1	.	-4%	.	6

item	AMA1 RON2 block	AmpC detergent	HCV inhibitor
33	-23%	-12%	-6%
34	-2%	10%	16%
35	-7%	-4%	9%
36	-2%	-12%	21%
37	8%	?	-3%
38	18%	-6%	24%
39	2%	3%	-27%
40	5%	.	.

Next section:
item	molecule	AmpC inh no detg	TbPYK inhibitor	LmPK inh	HCMV antiviral
41	CCc1nnc(NC(=O)COc2ccc3c(c2)OCO3)s1	-17%	-17%	7%	-13
42	CC(=O)N1N=C(c2ccc(Cl)cc2)CC1c1ccco1 (configuration not stated)	29%	1%	-2%	48
43	Cc1ccc(-c2nc3cnccn3c2Nc2ccc3c(c2)OCO3)o1	2.8µM*	-12%	-7%	10
44	C#CCOCCOCCOCCNc1nc(N2CCOCC2)nc(N2CCN(C(=O)CCCCCCCCCCNC(=O)[C@@H]([C@H](C)O)n3cc(C)nn3)CC2)n1	143%[activator]	2%	.	-15
45	Cc1ccc(S(=O)(=O)Oc2ccc(/C=C3/N=C(c4ccccc4)OC3=O)cc2)cc1	-13%	10%	-1%	1
46	COc1ccccc1-n1nnnc1SCC(=O)Nc1ccc(C)c(N)c1	-20%	-7%	3%	-18
47	Cc1ccc(C(C)C)c(OCC(O)CN2CCOCC2)c1 (configuration not stated)	12%	2%	1%	-33
48	COc1ccc(C2C(=O)N(C3CCCCC3)CC(=O)N2Cc2ccco2)cc1 (configuration not stated)	6%	2%	4%	-10

item	AMA1 RON2 block	AmpC detergent	HCV inhibitor
41	-6%	-12%	16%
42	11%	1%	7%
43	-18%	?	-9%
44	35%[activator]	-5%	-7%
45	8%	4%	?
46	4%	-7%	-25%
47	6%	-17%	24%
48	-6%	-1%	-5%

Other compounds follow.
item	molecule	AmpC inh no detg	TbPYK inhibitor	LmPK inh	HCMV antiviral
49	CCOC(=O)C1(CC2CC2)CCN(S(=O)(=O)/C=C/c2ccccc2)CC1	-15%	-4%	-3%	-19
50	Cc1nn2c(N3CCN(C)CC3)cc(C(C)(C)C)nc2c1-c1ccccc1	147%[activator]	-14%	7%	-67*
51	CCc1ccc(C(C)NC(=O)c2ccc3c(c2)OCO3)cc1 (configuration not stated)	-43%	5%	1%	7
52	COc1ccc2nc(N/C(N)=N/C(=S)Nc3ccccc3)nc(C)c2c1	-42%	-13%	-4%	-31
53	CCCCn1c(SCc2ccccc2C#N)nc2c(sc3ccccc32)c1=O	.	1%	.	-9

item	AMA1 RON2 block	AmpC detergent	HCV inhibitor
49	11%	-7%	-9%
50	-10%	4%	?
51	-12%	0%	-5%
52	33%[activator]	6%	11µM*
53	.	1%	.
